High-throughput results (PubChem)
GSK3A inh – human GSK-3 alpha kinase inhibition. P49840. ADP-Glo luminescence, 60 min. inhibition, % at 10 µM. actives 0.1% (n = 320,000). AID 2650;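 in the data active = inhibition above about 50%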;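 note: GST-tagged GSK-3 alpha with peptide substrate and 25 µM ATP; 0% = DMSO neutral wells and 100% = GW8510 positive control wells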
Target sequence (P49840 whole entry, looked up): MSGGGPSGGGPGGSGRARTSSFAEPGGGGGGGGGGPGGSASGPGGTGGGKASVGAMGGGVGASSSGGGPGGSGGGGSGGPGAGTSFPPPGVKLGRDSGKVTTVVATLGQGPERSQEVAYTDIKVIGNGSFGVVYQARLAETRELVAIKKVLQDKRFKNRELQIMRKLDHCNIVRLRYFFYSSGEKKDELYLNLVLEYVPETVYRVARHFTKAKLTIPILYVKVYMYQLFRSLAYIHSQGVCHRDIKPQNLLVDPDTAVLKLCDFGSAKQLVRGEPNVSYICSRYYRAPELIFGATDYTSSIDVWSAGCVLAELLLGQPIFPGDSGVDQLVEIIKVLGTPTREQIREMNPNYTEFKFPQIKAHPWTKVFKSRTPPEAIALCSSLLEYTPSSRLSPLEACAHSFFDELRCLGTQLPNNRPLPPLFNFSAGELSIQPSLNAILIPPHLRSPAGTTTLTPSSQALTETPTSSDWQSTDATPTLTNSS
aSyn 5UTR inh – MLPCN primary screen, SNCA 5' untranslated region; inhibition, % (tested at 7.5 µM); alpha-synuclein 5'UTR reporter, inhibitor activity; AID 1813; actives 0.82% (n = 300,000); in the data active = inhibition above about 60%; inconclusive = no clear call, values can overlap the other calls;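 note: H4 neuroglioblastoma cells stably carrying SNCA 5'UTR luciferase fusion; 0% = DMSO wells and 100% = positive control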
PolyA inh – inhibitors of polyadenylation in S. cerevisiae; S. cerevisiae SKY197-pL101 polyadenylation reporter, beta-gal luminescence; efflux-impaired pdr1/pdr3 knockout yeast; score 100 = 6 SD above DMSO; calls only at 12 µM; actives 0.02% (n = 300,000);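 active = lowest replicate activity score at least 50, where 100 means six control SD above control mean; inconclusive = lowest score under 50 but half or more replicates reach 50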;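 note: yeast exposed to compound for 9 h at 30 °C; higher score means more reporter readthrough which indicates perturbed polyadenylation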
KLF5 inhibitor – kruppel-like factor 5 inhibition; inhibition, % at 5 µM; DLD-1 KLF5 promoter-luciferase reporter, luminescence; actives 0.23% (n = 290,000); AID 1700;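 active = inhibition above a per-plate limit of that plate's mean compound inhibition plus 3 SD, cut at about 60% in these data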;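 note: 0% = DMSO wells and 100% = LY294002 at 200 µM; higher means less KLF5 promoter-driven luciferase light; inactives centre near -14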
HSF1 inh – HSF1 inhibition | activity change, negative = inhibition, % at 7.5 µM (by protocol) | actives 0.77% (n = 300,000) | NIH3T3-HGL HSE-luciferase, MG132-induced, luminescence 8 h; stronger effect = lower value;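 active = more than half of replicate wells show activity change below -50%, luminescence cut by over half; inconclusive = some wells, but at most half, below -50%; inactive = no replicate well below -50%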;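 note: luciferase reports HSF-1 transcriptional activity via heat shock element; 0% = median of DMSO wells and -100% = zero luminescence signal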
GSK3beta inhib – human GSK3beta kinase inhibition. actives 0.038% (n = 300,000). activity score (negative = inhibition), % at 10 µM. P49841. GST-GSK3beta kinase, ADP-Glo luminescence, 60 min; stronger effect = lower value;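 active = more than half of replicate wells score below -50%, meaning over 50% inhibition versus plate controls; inconclusive = some replicates but at most half score below -50%; inactive = no replicate scores below -50%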;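 note: 0% = median DMSO wells and -100% = median GW8510 positive control wells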
Target sequence (P49841 whole entry, looked up): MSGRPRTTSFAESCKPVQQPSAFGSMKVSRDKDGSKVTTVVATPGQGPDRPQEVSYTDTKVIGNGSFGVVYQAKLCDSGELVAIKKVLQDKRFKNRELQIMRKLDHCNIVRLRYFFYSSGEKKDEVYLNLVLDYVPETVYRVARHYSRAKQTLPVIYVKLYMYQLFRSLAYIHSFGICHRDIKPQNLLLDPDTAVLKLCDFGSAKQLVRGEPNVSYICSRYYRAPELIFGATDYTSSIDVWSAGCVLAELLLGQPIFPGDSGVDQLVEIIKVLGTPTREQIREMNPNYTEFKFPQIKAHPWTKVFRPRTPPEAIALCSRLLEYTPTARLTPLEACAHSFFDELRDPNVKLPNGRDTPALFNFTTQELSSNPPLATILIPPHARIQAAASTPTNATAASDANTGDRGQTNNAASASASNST
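test system = GST-tagged human GSK3beta kinase, cell-free | reagent = 25 µM ATP with peptide substrate | dosing = one dose of 10 µM per compound | schedule = 60 min reaction, RT | detection = luminescent ADP-Glo measurement of ADP formed | control set = DMSO neutral wells and GW8510 at 20 µM as positive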
HSF-1 act – increases HSF-1 driven luciferase reporter signal; NIH3T3-HGL HSF-1 luciferase reporter, MG132, 8 h; 100% = twice DMSO control signal; activation, % at 9 µM; actives 1.7% (n = 300,000); AID 504408;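 active = mean replicate activation of at least 50% with a set share of replicates each reaching 50%; inconclusive = only one of those two conditions met; inactive = mean below 50% and too few replicates reaching it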;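 note: 0% = median of the neutral control wells and 100% = twice that signal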
HSP90 inh – blocks HSP90-mediated luciferase refolding in reticulocyte lysate. Rabbit reticulocyte lysate, luciferase refolding luminescence, 3 h. inhibition, % at 5.6 µM. actives 0.91% (n = 290,000). AID 1789;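 active = inhibition above the screen-wide mean plus 3 SD, computed separately per campaign, cut at about 16% in these data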;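 note: 0% = DMSO wells and 100% = 60 µM geldanamycin wells; inhibitors lower the luminescence because luciferase stays unfolded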
AI-2 QS modul – modulators of Vibrio harveyi AI-2 quorum sensing system | activity change, % at 7.5 µM | actives 0.4% (n = 300,000) | AID 2094 | Vibrio harveyi JMH597 AI-2 luminescence/OD600 ratio, 9 h; stronger effect = lower value; strain lacks LuxN and CqsS sensors; 0 = neutral-control median; in the data active = activity change below about -75%, passing the limit was not always enough; inconclusive = no clear call, values can overlap the other calls;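 note: luminescence divided by OD600 gain over 9 h not by final OD600 alone; inactives centre near 13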
IEC-6 cytotox – IEC-6 cytotoxicity, counter-screen for KLF5 inhibitors; AID 1825; inhibition, % at 5 µM; actives 0.78% (n = 290,000); luminescence viability; in the data active = inhibition above about 22%;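 note: 0% = plate median of test compound wells and 100% = cytotoxic reference compound wells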
* marks the source's active call; other numbers are inactive results; i = inactive; ? = inconclusive; nt = not tested or not shown. A portion of the library (hit frequency here may not be typical).

[1] c1ccc(-c2c[n+]3c(n2-c2ccccc2)SCC3)cc1
[2] CCOc1ccc(NC(=S)Nc2ccccc2C2CC2)cc1
[3] CCN(CC)CCn1nc2c3c(cccc3c1=O)-c1ccccc1-2
[4] NC(=O)CC(NC(=O)c1cccc(Br)c1)c1ccc(NC2CCCCCCCCCCC2)c([N+](=O)[O-])c1 (centres undefined)
[5] O=C(/C=C/c1ccncc1)c1ccc2c(c1)OCCO2
[6] CC(=O)c1cc(-c2ccc(F)cc2)n(CCC(=O)Nc2cc(C)[nH]n2)c1C
[7] CCOc1ccccc1C(=O)Nc1cc(C(=O)NCC(C)C)ccc1Cl
[8] COc1ccc2ccccc2c1/C=N/n1cnnc1
[9] CC1CCN(CCCNC(=O)c2cc3c(Cl)nc4ccccc4c3s2)CC1
[10] O=C(Nc1nc2c(s1)CCCC2)C1COc2ccccc2O1 (centres undefined)

screen / no.	1	2	3	4	5	6	7	8	9	10
HSF1 inh	4	-3	106	-3	-1	-3	0	-8	21	-24
GSK3A inh	-3	1	4	1	-1	56*	0	-30	5	-1
GSK3beta inhib	0	3	1	4	-1	1	-4	5	5	3
HSP90 inh	4	1	2	-2	4	1	4	-1	-3	51*
PolyA inh	i	i	nt	i	i	i	i	i	i	i
IEC-6 cytotox	-1	-1	87*	-4	-3	6	2	10	5	7
HSF-1 act	-6	0	173*	11	4	7	11	-2	42	-32
AI-2 QS modul	?	7	22	7	21	25	13	5	-1	16
KLF5 inhibitor	-20	-35	72*	15	-7	8	-16	-7	-12	-43
aSyn 5UTR inh	0	-6	26	16	-33	4	-25	19	-53	44

[11] COc1ccc(/C=N/NC(=O)c2ccc(N)cc2)cc1Cn1cc([N+](=O)[O-])cn1
[12] Cc1cc(C)n(CCCNC(=O)c2ccc3c(c2)NC(=O)CS3)n1
[13] C=CCn1c(C)cc(C2=NNC(=NCC)SC2)c1C
[14] CCCOc1ccc(C(=O)CCNC(Cc2c[nH]c3ccccc23)C(=O)O)cc1 (centres undefined)
[15] O=C(Cn1nnc(-c2ccccc2F)n1)Nc1ccc(C(=O)N2CCOCC2)cc1
[16] CCn1c(=O)c(C(=O)Nc2ncccc2O)c(O)c2ccccc21
[17] CCOc1ccc(N2C(=O)CC(Sc3nc(C)cc(C)n3)C2=O)cc1 (centres undefined)
[18] CCOC(=O)c1sc(NC(=O)c2cc(-c3cccc(O)c3)on2)c(C(=O)OCC)c1C
[19] O=C(Nc1ccc2c(c1)OCO2)Nc1ccc2c(c1)OCO2
[20] CCc1nnc(NCn2nc(C)cc2C)s1

screen / no.	11	12	13	14	15	16	17	18	19	20
HSF1 inh	5	-2	-78*	2	-21	-5	-11	-6	16	-1
GSK3A inh	-1	0	5	-5	-2	-2	-3	0	-1	-1
GSK3beta inhib	0	-1	-10	2	-2	-1	-3	6	-1	-3
HSP90 inh	-3	6	45*	-2	-4	-3	1	0	-4	4
PolyA inh	i	i	nt	i	i	i	i	i	i	i
IEC-6 cytotox	1	0	-3	4	-10	2	-4	-3	-3	2
HSF-1 act	15	5	-80	0	-36	0	-3	-30	18	-9
AI-2 QS modul	35	16	29	14	4	9	31	19	-1	10
KLF5 inhibitor	-54	-50	-44	-34	-13	5	-13	-4	-81	-16
aSyn 5UTR inh	-14	13	105*	-5	18	15	11	9	-129	4

[21] Cc1c(Br)cc(C(=O)N2CCCC2)c(C)c1C
[22] O=C(CCCc1ccccc1)NCCCN1CCOCC1
[23] CN(C)c1cccc(C(=O)OC(C(=O)Nc2ccc(Cl)cc2C(F)(F)F)c2ccccc2)c1 (centres undefined)
[24] COCCN(C(=O)COC(=O)C1=COCCO1)c1c(N)n(Cc2ccccc2)c(=O)[nH]c1=O
[25] Cc1c(NC(=O)COc2ncnc3ccccc23)c(=O)n(-c2ccccc2)n1C
[26] COc1ccc(-n2nnnc2CNC(=O)c2ccc3ccccc3c2)cc1
[27] COc1cc(C=O)ccc1OCCCOc1ccc([N+](=O)[O-])cc1
[28] COc1ccc(N2C(=O)CCC(C(=O)O)C2c2ccc(OC)c(OC)c2)cc1 (centres undefined)
[29] Cc1c(C=NCCOCc2ccccc2)cnn1C
[30] Cc1cc(C)c(S(=O)(=O)NCC2CCC(C(=O)NCc3ccccn3)CC2)c(C)c1 (centres undefined)

screen / no.	21	22	23	24	25	26	27	28	29	30
HSF1 inh	-10	-6	3	-4	-6	5	12	-2	-2	1
GSK3A inh	0	-8	-2	-32	6	-1	0	-1	0	3
GSK3beta inhib	0	3	2	-3	1	-1	3	-1	5	-3
HSP90 inh	-2	-1	-4	5	2	nt	0	5	-2	-1
PolyA inh	i	i	i	i	i	i	i	i	i	i
IEC-6 cytotox	-4	6	-1	-2	-2	nt	0	2	-2	0
HSF-1 act	-16	-9	18	6	-17	3	19	16	0	9
AI-2 QS modul	16	11	26	11	26	17	11	14	-12	27
KLF5 inhibitor	2	22	15	-33	-35	nt	-22	-13	-1	-2
aSyn 5UTR inh	-3	14	10	18	-1	7	-1	6	12	19

Whole records, looked up by structure. Screens in order: HSF1 inh | GSK3A inh | GSK3beta inhib | HSP90 inh | PolyA inh | IEC-6 cytotox | HSF-1 act | AI-2 QS modul | KLF5 inhibitor | aSyn 5UTR inh
Listed for Cc1c(Br)cc(C(=O)N2CCCC2)c(C)c1C → -10 | 0 | 0 | -2 | i | -4 | -16 | 16 | 2 | -3
Listed for Cc1cc(C)c(S(=O)(=O)NCC2CCC(C(=O)NCc3ccccn3)CC2)c(C)c1 (centres undefined) → 1 | 3 | -3 | -1 | i | 0 | 9 | 27 | -2 | 19
Listed for COc1ccc(N2C(=O)CCC(C(=O)O)C2c2ccc(OC)c(OC)c2)cc1 (centres undefined) → -2 | -1 | -1 | 5 | i | 2 | 16 | 14 | -13 | 6

Additional entries:
[31] CCOC(=O)C1(CCCc2ccccc2)CCN(S(C)(=O)=O)CC1
[32] CCc1n[nH]c2c1/C(=N/O)CCC2
[33] Oc1c(C=NCc2ccncc2)sc2ccccc12
[34] COc1cc(OC)c(OC)cc1C#N
[35] Cc1ccc2c(CSc3nnc(N)s3)cc(=O)oc2c1
[36] CCOC(=O)N1CCN(C(=O)c2cn(C)c3ccc(S(=O)(=O)N4CCOCC4)cc3c2=O)CC1
[37] CC1(C)C/C(=C(/C#N)C(N)=O)CCO1
[38] CS(=O)(=O)N1CCc2cc(C(=O)NC3CC3)ccc21
[39] O=C(Cn1ccc([N+](=O)[O-])n1)c1ccccc1
[40] O=C(CNC(=O)c1cccs1)NCC(=O)OCc1ccccc1Cl

screen / no.	31	32	33	34	35	36	37	38	39	40
HSF1 inh	12	-1	2	-5	3	3	-2	-1	1	2
GSK3A inh	1	3	5	-3	nt	-1	-2	0	6	-2
GSK3beta inhib	-1	-3	1	0	4	0	3	1	1	1
HSP90 inh	5	6	21*	-1	5	-3	1	1	-3	3
PolyA inh	i	i	i	i	i	i	i	i	i	i
IEC-6 cytotox	8	3	3	0	3	10	1	-3	6	7
HSF-1 act	32	-17	8	4	19	16	-8	-1	33	6
AI-2 QS modul	22	17	-7	27	12	26	-6	12	17	51
KLF5 inhibitor	-24	0	-9	-19	-18	-17	-16	3	-14	-1
aSyn 5UTR inh	5	8	-1	4	-26	-9	9	-1	-4	27

[41] Cc1ccc(NC(=S)NC(C)(C)C)c([N+](=O)[O-])c1
[42] O=C(Cc1cccs1)N1CCN(c2cccc(Cl)c2)CC1
[43] O=c1cc(CSc2ccccc2)[nH]c2ccccc12
[44] Cc1noc(N)c1C(=O)Nc1ccc(F)c(Cl)c1
[45] O=C(CN(C(=O)CCC(=O)Nc1nccs1)c1ccccc1F)NCc1ccccc1
[46] O=C(CSc1ncn[nH]1)Nc1ccccc1C(=O)O
[47] CCOc1ccc(N(Cc2cc3ccc(C)cc3[nH]c2=O)C(=O)COC)cc1
[48] CCOc1ccccc1N(C(=O)c1snc(C(N)=O)c1N)C(CC)C(=O)NC1CCCC1 (centres undefined)
[49] CC1=CC(C2CC(=O)N(c3ccc(C)cc3)C2=O)CC2C(=O)N(c3ccc(C)cc3)C(=O)C12 (centres undefined)
[50] COc1ccc(NC(=O)N2CCN(c3ccc([N+](=O)[O-])cc3)CC2)cc1OC
[51] CC(C)CNC(=O)C(=O)Nc1ccc2c(c1)N(S(=O)(=O)c1cccs1)CCC2
[52] CCc1noc(C)c1C(=O)Nc1nc2ccc(S(C)(=O)=O)cc2s1
[53] CC(=O)Nc1ccc(N/C=C/C(=O)c2ccc(C)cc2)cc1

screen / no.	41	42	43	44	45	46	47	48	49	50	51	52	53
HSF1 inh	0	12	1	-7	-7	nt	-2	14	-6	-4	12	6	2
GSK3A inh	1	0	0	0	-3	-3	-1	0	-2	1	-1	0	12
GSK3beta inhib	2	2	-6	-2	nt	-6	4	-1	-4	-1	-5	-2	nt
HSP90 inh	12	-1	-4	1	-5	3	-5	2	3	-1	nt	nt	1
PolyA inh	i	i	i	i	i	i	i	i	i	i	i	i	i
IEC-6 cytotox	5	4	-5	4	-5	5	-1	2	4	2	nt	nt	5
HSF-1 act	-3	7	36	-12	5	nt	9	?	17	-5	19	-11	8
AI-2 QS modul	3	27	-13	4	nt	19	15	20	23	22	-16	23	nt
KLF5 inhibitor	-67	7	6	-24	0	-9	7	15	-8	-9	nt	nt	-40
aSyn 5UTR inh	-20	4	2	-4	15	nt	35	23	-2	6	-13	-18	-74
